Screening results: PubChem, Broad Institute
EZH2 inh – blocks human EZH2/PRC2 H3K27 methylation; inhibition, % at 12.5 µM; Q15910; DELFIA TRF, 1 h; AID 651548; 57,000 compounds, 0.35% hits;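 active = mean inhibition of replicates at least 50% and every single replicate also reaching 50%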;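 also: dimethyl H3K27 on biotinylated H3 21-44 peptide detected by antibody; plate controls were median neutral control wells for no effect and median positive control wells for full effect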
Target sequence (Q15910 whole entry, looked up): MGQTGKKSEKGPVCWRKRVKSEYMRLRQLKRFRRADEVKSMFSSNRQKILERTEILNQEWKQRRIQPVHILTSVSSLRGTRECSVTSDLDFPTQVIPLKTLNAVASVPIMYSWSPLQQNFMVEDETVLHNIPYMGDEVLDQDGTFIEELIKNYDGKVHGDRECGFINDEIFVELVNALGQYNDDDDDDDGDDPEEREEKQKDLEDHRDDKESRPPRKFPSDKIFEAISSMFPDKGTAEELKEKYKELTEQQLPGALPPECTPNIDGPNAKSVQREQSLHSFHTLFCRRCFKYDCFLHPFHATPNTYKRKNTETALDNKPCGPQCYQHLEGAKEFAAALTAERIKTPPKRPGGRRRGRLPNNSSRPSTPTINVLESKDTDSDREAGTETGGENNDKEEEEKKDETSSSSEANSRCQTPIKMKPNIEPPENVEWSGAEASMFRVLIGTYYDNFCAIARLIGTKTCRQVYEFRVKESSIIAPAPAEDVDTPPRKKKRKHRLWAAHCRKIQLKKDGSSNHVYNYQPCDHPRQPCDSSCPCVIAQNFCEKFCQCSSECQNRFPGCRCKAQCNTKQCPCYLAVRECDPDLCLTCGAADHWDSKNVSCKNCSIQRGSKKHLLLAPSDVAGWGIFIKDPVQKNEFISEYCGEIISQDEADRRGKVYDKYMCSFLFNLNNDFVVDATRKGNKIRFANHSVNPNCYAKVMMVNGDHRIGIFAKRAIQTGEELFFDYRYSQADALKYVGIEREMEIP
IDH1 R132H inh – blocks human IDH1 R132H reductase activity; O75874; diaphorase/resazurin fluorescence, 60 min; inhibition, % at 10 µM; 70,000 compounds, 0.18% hits; AID 624101; in the data active = inhibition above about 34%;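 also: 0% = DMSO and 100% = no enzyme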
The depositor's hits bear a star; · = not tested or not shown. This is a subset, so the mix of outcomes need not match the whole.

Structure | EZH2 inh | IDH1 R132H inh
COCCn1c(=O)c2c3c(sc2n(CC(N)=O)c1=O)CCCC3 | -25 | 0.1
O=C(NCC[C@H]1CC[C@@H](NS(=O)(=O)c2ccc(F)cc2)[C@@H](CO)O1)c1ccc2c(c1)OCO2 | -3 | -0.5
C[C@@H]1CN([C@H](C)CO)C(=O)Cc2cc(NS(=O)(=O)c3ccccc3)ccc2O[C@@H]1CN(C)Cc1ccc(C(=O)O)cc1 | · | 4.6
C#CCNC(=O)C1=C[C@@H](c2ccccc2)C[C@@H](OCc2ccc(CO)cc2)O1 | -4 | ·
O=C(O)C[C@H]1C[C@H]2c3cc(NC(=O)NC4CCCC4)ccc3O[C@H]2[C@H](CO)O1 | -7 | 0.1
CO[C@H]1CC[C@@H]2CCOc3c(C#N)cccc3C(=O)N(C)C[C@@H](c3ccccc3)CC(=O)N(C)C[C@H]1O2 | 3 | 0.0
COc1ccc(-c2cnc3c(c2)C(=O)N([C@@H](C)CO)C[C@H](C)[C@H](CN(C)C(=O)Cc2ccccn2)O3)cc1 | -1 | -3.0
CNC[C@H]1Oc2ccc(NC(=O)Nc3ccc4c(c3)OCO4)cc2CC(=O)N([C@@H](C)CO)C[C@@H]1C | 7 | 1.2
O=C(CSc1nnc(-c2ccccc2Cl)n1-c1ccccc1)Nc1ccccc1C(F)(F)F | 8 | -0.2
CN(CC(=O)Nc1cc(C(F)(F)F)ccc1Cl)S(=O)(=O)c1ccc2ccccc2c1 | 9 | -0.3
O=C(Cc1ccncc1)NCC[C@H]1CC[C@@H](NC(=O)C2CC2)[C@@H](CO)O1 | 8 | -0.2
O=C(C[C@@H]1C=C[C@@H](NC(=O)CC2CC2)[C@H](CO)O1)NCC(F)(F)F | 0 | 0.3
COc1cc(C(c2c[nH]c3ccccc23)c2c[nH]c3ccccc23)c(O)c([N+](=O)[O-])c1 | 8 | 0.8
C=CCOC(=O)[C@@H]1[C@H]2C(=O)O[C@H](c3ccccc3)[C@H](c3ccccc3)N2[C@H](c2ccc(OCCOC(=O)[C@@H]3C[C@@H]4C(=O)N5CCC[C@H]5C(=O)N4[C@@H]3c3ccc(O)cc3)cc2)[C@@]12C(=O)Nc1ccc(I)cc12 | -15 | ·
C[C@@H]1CN([C@H](C)CO)S(=O)(=O)c2ccc(C#Cc3ccccc3)cc2O[C@H]1CN(C)C(=O)C1CC1 | -21 | 0.8
C[C@@H]1CN([C@@H](C)CO)C(=O)CCCn2cc(nn2)CO[C@H]1CN(C)C(=O)Nc1ccc2c(c1)OCCO2 | 1 | ·
C[C@H](CO)N1C[C@H](C)[C@H](CN(C)Cc2ccc3c(c2)OCO3)Oc2ccc(NC(=O)Cn3cnnn3)cc2CC1=O | · | 2.0
CO[C@H]1CN(C)C(=O)c2cc(NC(=O)Nc3cc(F)ccc3F)ccc2OC[C@H](C)N(C(=O)c2cnccn2)C[C@@H]1C | 4 | 0.0
O=C1O[C@H](c2ccccc2)[C@H](c2ccccc2)N2[C@H]1[C@@H](C(=O)N1CCCCCCC1)[C@]1(C(=O)Nc3ccccc31)[C@H]2c1ccc(O)cc1 | -12 | ·
CCCC(=O)Nc1ccc2c(c1)C(=O)N(C)C[C@H](OC)[C@@H](C)CN(Cc1cncnc1)[C@@H](C)CO2 | -2 | 0.3
O=C1CSC(c2ccccc2)N1c1ccccc1 (stereo unspecified) | 0 | ·
CC(=O)Nc1ccc(C(=O)CSc2ncn[nH]2)cc1 | · | 3.8
CCC(CC)(CC(=O)Nc1cccc(/C=C/c2nc(C3CCC3)cs2)c1)C(=O)O | · | 0.3
O=C(N[C@H]1CC[C@@H](CCNS(=O)(=O)c2ccccc2)O[C@@H]1CO)c1cccc(F)c1 | -12 | 0.0
C[C@H]1CN([C@@H](C)CO)C(=O)c2cc(NS(=O)(=O)c3cccs3)ccc2O[C@@H]1CN(C)S(=O)(=O)c1ccccc1 | · | -0.4
CO[C@H]1CN(C)C(=O)c2cc(NC(=O)c3ccc(F)cc3)ccc2OC[C@H](C)N(C(=O)c2ccc(F)cc2)C[C@@H]1C | 11 | 0.5
C[C@@H]1CCCCO[C@@H](CN(C)C(=O)CCCN(C)C)[C@@H](C)CN([C@@H](C)CO)C(=O)c2cc(N(C)C)ccc2O1 | -12 | 0.1
C[C@@H]1CN([C@H](C)CO)C(=O)c2cc(NC(=O)CCC(F)(F)F)ccc2O[C@@H]1CN(C)C(=O)Nc1ccccc1 | 3 | 1.6
C[C@@H]1CN([C@H](C)CO)C(=O)c2cc(NC(=O)Cc3cn(C)c4ccccc34)ccc2O[C@H]1CN(C)C(=O)NC1CCCCC1 | -4 | -26
COc1cccc(Oc2coc3cc(OCC(N)=O)ccc3c2=O)c1 | · | 1.5

Further structures follow.
Every second line gives: EZH2 inh	IDH1 R132H inh
> O=C(Nc1ccc(F)cc1)N[C@@H]1CC[C@H](CCn2cc(-c3ccc(F)cc3)nn2)O[C@H]1CO
  27	0.6
> COc1ccc(NC(=O)Nc2cccc3c2O[C@@H](CN(C)Cc2ccc(C(=O)Nc4ccccc4N)cc2)[C@@H](C)CN([C@H](C)CO)C3=O)cc1
  -17	-0.1
> COc1cccc(NC(=O)N[C@H]2C=C[C@@H](CC(=O)NCc3ccccn3)O[C@@H]2CO)c1
  3	0.0
> COc1ccc(Cl)cc1NC(=O)CSc1nnc(N)s1
  5	-0.5
> CCNC(=O)C[C@H]1CC[C@H](NS(=O)(=O)c2ccc(F)cc2)[C@@H](CO)O1
  11	0.5
> CO[C@H]1CN(C)C(=O)c2ccc(NC(=O)c3cccc(F)c3)cc2OC[C@@H](C)N(CC2CC2)C[C@@H]1C
  -9	0.0
> COc1cc(/C=C/C=N/NC(=O)c2ccc(C(=O)NO)cc2)ccc1O
  5	·
> CCCN(C)C[C@H]1Oc2ncc(C#Cc3ccccc3OC)cc2C(=O)N([C@@H](C)CO)C[C@H]1C
  -2	-1.2
> Cc1ccc(S(=O)(=O)N(C)C[C@H]2Oc3ccc(NS(=O)(=O)c4cccs4)cc3C(=O)N([C@H](C)CO)C[C@@H]2C)cc1
  ·	-1.9
> C[C@H]1CN([C@@H](C)CO)C(=O)Cc2cc(NS(=O)(=O)c3cn(C)cn3)ccc2O[C@@H]1CN(C)C
  6	0.1
> C=CCNC(=O)[C@H]1[C@@H]2C(=O)O[C@@H](c3ccccc3)[C@@H](c3ccccc3)N2[C@@H](c2ccc(O)cc2)[C@]12C(=O)Nc1ccccc12
  -16	-0.2
> CO[C@H]1CN(C)C(=O)c2cc(NC(=O)C3CC3)ccc2OC[C@@H](C)N(C(=O)c2ccncc2)C[C@H]1C
  10	0.5
> O=C(N1CCCCC1)[C@@]1(Cc2ccccc2)N=C(c2ccc(OCCCO)cc2)O[C@H]1c1ccccc1
  20	·
> C[C@@H]1CN([C@@H](C)CO)C(=O)c2cc(-c3cccc(C#N)c3)cnc2O[C@@H]1CN(C)C(=O)C1CCOCC1
  3	-0.5
> O=C(C[C@H]1C=C[C@H](NC(=O)c2ccccn2)[C@H](CO)O1)NCc1cccc(F)c1
  2	0.0
> C[C@H](CO)N1C[C@H](C)[C@@H](CN(C)CC2CCCCC2)OCCCC[C@H](C)Oc2ccc(NC(=O)CCCCCC(=O)Nc3ccccc3N)cc2C1=O
  ·	1.9
> COCC(=O)N[C@H]1C=C[C@H](CC(=O)NCc2ccc(Cl)cc2)O[C@@H]1CO
  16	0.3
> Cc1cc(I)ccc1NC(=O)CCN1C(=O)c2cccc([N+](=O)[O-])c2C1=O
  6	0.2
> C=C1CCC(O)/C(C)=C\CC(C(C)C)C(OC2OC(COC(C)=O)C(O)C(O)C2O)C1 (stereo unspecified)
  ·	0.5
> Cc1noc(C)c1S(=O)(=O)Nc1cccc2c1O[C@@H](CN(C)S(=O)(=O)c1cn(C)cn1)[C@@H](C)CN([C@H](C)CO)C2=O
  ·	1.4
> O=C(O)c1cc(Oc2ccc([N+](=O)[O-])cc2)cc(Oc2ccc([N+](=O)[O-])cc2)c1
  33	2.4
> COCC(=O)Nc1ccc2c(c1)[C@@H]1C[C@@H](CC(=O)NCc3ccc(Cl)cc3)O[C@H](CO)[C@@H]1O2
  -21	0.4
> O=C(NCC[C@H]1CC[C@H](NC(=O)C2CCCCC2)[C@@H](CO)O1)c1cnccn1
  0	0.1
> COc1ccccc1NC(=O)Cn1cc(C(=O)C2CCCCC2)c2ccccc21
  10	-0.3
> CC(C)NC(=O)Nc1ccc2c(c1)C(=O)N([C@H](C)CO)C[C@H](C)[C@@H](CN(C)S(=O)(=O)c1ccc(Cl)cc1)OCCCC[C@@H](C)O2
  ·	-1.2
> Cc1ccc(-c2ccc3c(c2)O[C@H](CN(C)Cc2ccccn2)[C@H](C)CN([C@@H](C)CO)S3(=O)=O)cc1
  -13	2.3
> C[C@H]1CCCCO[C@@H](CN(C)S(=O)(=O)c2cccs2)[C@@H](C)CN([C@@H](C)CO)C(=O)c2cc(NS(=O)(=O)c3ccc(Cl)cc3)ccc2O1
  ·	0.1
> Cc1cccc(-n2c(N)cc(=O)nc2SCC(=O)Nc2sc3c(c2C#N)CCCCCC3)c1
  -15	0.7
> CO[C@H]1CN(C)C(=O)c2cc(NC(=O)Nc3ccc(Cl)cc3)ccc2OC[C@H](C)NC[C@H]1C
  -15	0.5
> C[C@@H]1CN([C@H](C)CO)C(=O)Cc2cc(NC(=O)Nc3ccccc3)ccc2O[C@H]1CN(C)C(=O)Nc1ccc2c(c1)OCO2
  ·	-2.1

Part of the list above, set out differently:
Cc1ccc(-c2ccc3c(c2)O[C@H](CN(C)Cc2ccccn2)[C@H](C)CN([C@@H](C)CO)S3(=O)=O)cc1
- EZH2 inh: -13
- IDH1 R132H inh: 2.3

C[C@H]1CCCCO[C@@H](CN(C)S(=O)(=O)c2cccs2)[C@@H](C)CN([C@@H](C)CO)C(=O)c2cc(NS(=O)(=O)c3ccc(Cl)cc3)ccc2O1
- EZH2 inh: ·
- IDH1 R132H inh: 0.1

Cc1cccc(-n2c(N)cc(=O)nc2SCC(=O)Nc2sc3c(c2C#N)CCCCCC3)c1
- EZH2 inh: -15
- IDH1 R132H inh: 0.7

Returning to the listing with the four entries that preceded the break.
Every second line gives: EZH2 inh	IDH1 R132H inh
> C[C@H]1CCCCO[C@@H](CN(C)S(=O)(=O)c2cccs2)[C@@H](C)CN([C@@H](C)CO)C(=O)c2cc(NS(=O)(=O)c3ccc(Cl)cc3)ccc2O1
  ·	0.1
> Cc1cccc(-n2c(N)cc(=O)nc2SCC(=O)Nc2sc3c(c2C#N)CCCCCC3)c1
  -15	0.7
> CO[C@H]1CN(C)C(=O)c2cc(NC(=O)Nc3ccc(Cl)cc3)ccc2OC[C@H](C)NC[C@H]1C
  -15	0.5
> C[C@@H]1CN([C@H](C)CO)C(=O)Cc2cc(NC(=O)Nc3ccccc3)ccc2O[C@H]1CN(C)C(=O)Nc1ccc2c(c1)OCO2
  ·	-2.1
> C[C@@H]1CN([C@@H](C)CO)C(=O)c2cc(NS(=O)(=O)c3cn(C)cn3)ccc2O[C@@H](C)CCCCO[C@@H]1CN(C)C(=O)c1ccccc1
  ·	-8.6
> O=C(CC1CC1)Nc1ccc2c(c1)[C@@H]1C[C@H](CC(=O)N3CCCCC3)O[C@H](CO)[C@@H]1O2
  -2	-1.8
> C[C@@H]1CCCCO[C@@H](CN(C)S(=O)(=O)c2ccccc2)[C@@H](C)CN([C@H](C)CO)C(=O)c2cc(NC(=O)Nc3ccccc3)ccc2O1
  ·	0.5
> C[C@H]1CN([C@@H](C)CO)C(=O)c2cc(-c3cccc(C#N)c3)cnc2O[C@@H]1CN(C)Cc1cncnc1
  ·	-5.1
> CO[C@H]1CN(C)C(=O)c2cc(NC(C)=O)ccc2OC[C@@H](C)N(C(=O)CC2CC2)C[C@@H]1C
  10	-0.1
> C[C@@H]1CCCCO[C@@H](CN(C)CC2CC2)[C@@H](C)CN([C@@H](C)CO)C(=O)c2cc(NS(=O)(=O)c3cccs3)ccc2O1
  ·	3.9
> Cc1ccc([N+](=O)[O-])cc1NC(=O)CN(c1ccccc1F)S(C)(=O)=O
  -6	-0.8
> COCC#Cc1cnc2c(c1)C(=O)N([C@@H](C)CO)C[C@H](C)[C@H](CN(C)C(=O)Nc1c(C)noc1C)O2
  -11	0.6
> O=C(Cc1ccccc1)N[C@@H]1C=C[C@H](CC(=O)N2CCOCC2)O[C@@H]1CO
  3	0.3
> C[C@@H]1CN([C@@H](C)CO)C(=O)c2cc(C3=CCCCC3)cnc2O[C@H]1CN(C)C(=O)Nc1ccccc1
  -10	1.4
> O=C(NCc1ccco1)c1nc2ncccn2n1
  -4	-0.4
> O=C(CCN1CCCCC1)NCC[C@H]1CC[C@H](NS(=O)(=O)c2cccc(F)c2)[C@H](CO)O1
  -3	0.1
> C[C@@H]1CN([C@@H](C)CO)C(=O)Cc2cc(NC(=O)Nc3ccc4c(c3)OCO4)ccc2O[C@@H]1CN(C)S(=O)(=O)c1cn(C)cn1
  ·	-8.3
> CC(C)CC#Cc1ccc2c(c1)O[C@H](CN(C)S(=O)(=O)c1ccc(F)cc1)[C@@H](C)CN([C@H](C)CO)S2(=O)=O
  -20	0.3
> Cc1noc(C)c1NC(=O)Nc1ccc2c(c1)C(=O)N([C@@H](C)CO)C[C@H](C)[C@@H](CN(C)Cc1ccc(-c3ccccc3)cc1)O2
  -5	2.6
> CC(NC(=O)COc1ccc(Cl)cc1Cl)C(=O)O (stereo unspecified)
  ·	-0.3
> COc1ccccc1CNC(=O)C[C@@H]1C[C@@H]2c3cc(NC(=O)Nc4ccccc4F)ccc3O[C@@H]2[C@@H](CO)O1
  -5	-0.1
> COc1ccc(NC(=O)N(C)C[C@H]2Oc3ccc(NC(=O)CCCCCC(=O)Nc4ccccc4N)cc3C(=O)N([C@H](C)CO)C[C@H]2C)cc1
  10	·
> COc1cccc(S(=O)(=O)N[C@H]2CC[C@@H](CCn3cc(-c4ccccc4OC)nn3)O[C@@H]2CO)c1
  -5	-0.4
> O=C(C[C@@H]1CC[C@H](NC(=O)c2cccnc2)[C@H](CO)O1)NCc1ccncn1
  -10	-0.1
> O=C(Nc1cccc(Cn2cccn2)c1)c1cc(-c2cccnc2)nc2ccc(Cl)cc12
  -2	-0.3
> COCC(=O)N[C@@H]1CC[C@@H](CC(=O)N2CCCCC2)O[C@H]1CO
  9	-0.2
